Screening results (PubChem)
Mdm2-MdmX inh – inhibitors of human Mdm2-MdmX association, primary screen, cell-based, luminescence, split luciferase, SaOS-2, uHTS; actives 3% (n = 330,000); SaOS-2 split-luciferase Mdm2/MdmX complementation; AID 485346, 2010; inhibition, % at 8 µM;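 active means inhibition of at least 50% at 8 µM in the primary screen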
CXCR6 block – CXCR6 receptor inhibitors, primary screen, cell-based, beta-arrestin, luminescence, CHO-K1 PathHunter, 1536-well; actives 0.36% (n = 360,000); inhibition, % at 20 µM; AID 602244, 2012; in the data active means inhibition above about 34%, passing the limit was not always enough;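 further: antagonist mode with CXCL16 agonist at 10 nM final; 0% = 10 nM CXCL16 with DMSO and 100% = unstimulated wells without agonist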
Target sequence (O00574 whole entry, looked up): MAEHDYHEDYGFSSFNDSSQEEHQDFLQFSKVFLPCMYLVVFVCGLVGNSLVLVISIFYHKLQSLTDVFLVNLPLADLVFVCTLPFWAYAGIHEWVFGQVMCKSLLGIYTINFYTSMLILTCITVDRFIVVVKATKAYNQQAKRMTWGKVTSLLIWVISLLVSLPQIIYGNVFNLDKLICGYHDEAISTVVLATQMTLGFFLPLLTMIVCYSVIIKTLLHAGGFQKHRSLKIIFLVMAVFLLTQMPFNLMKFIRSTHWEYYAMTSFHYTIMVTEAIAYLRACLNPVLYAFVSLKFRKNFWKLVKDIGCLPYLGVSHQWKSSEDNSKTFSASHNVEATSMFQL
tim23-1 inh – growth inhibitors of tim23-1 mutant yeast, primary screen, luminescence, uHTS; actives 1.3% (n = 330,000); AID 463212, 2010; inhibition, % at 20 µM; S. cerevisiae tim23-1 growth, BacTiter-Glo luminescence, 24 h;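 active means growth inhibition of the mutant yeast at or above 50%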;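 further: temperature-sensitive mutant grown at 25 °C; plate controls were DMSO-treated mutant yeast for no effect and medium wells lacking yeast for full effect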
APJ agonist – agonists of human apelin receptor APJ, primary screen, CHO-K1 cells, PathHunter beta-arrestin, luminescence. P35414. 0% DMSO wells, 100% apelin. activation, % at 20 µM. actives 0.11% (n = 330,000);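 active means activation more than six SD over the plate average, tested at 20 µM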;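 further: 0% = DMSO alone and 100% = apelin-13 at 10 nM; some results filed as inactive read as strong as hits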
Target sequence (P35414 whole entry, looked up): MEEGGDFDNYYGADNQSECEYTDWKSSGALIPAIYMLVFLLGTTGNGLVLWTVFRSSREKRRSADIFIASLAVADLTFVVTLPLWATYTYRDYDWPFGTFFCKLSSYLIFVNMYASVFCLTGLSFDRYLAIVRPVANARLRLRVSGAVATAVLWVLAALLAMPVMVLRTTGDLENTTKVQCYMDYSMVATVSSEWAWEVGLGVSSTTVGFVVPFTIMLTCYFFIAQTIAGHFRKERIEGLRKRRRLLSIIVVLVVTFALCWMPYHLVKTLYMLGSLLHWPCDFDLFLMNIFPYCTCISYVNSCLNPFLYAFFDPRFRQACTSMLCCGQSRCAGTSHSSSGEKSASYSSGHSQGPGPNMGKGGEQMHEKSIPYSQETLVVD
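Assay system: CHO-K1 APJ beta-arrestin complementation cell line / Compound: single test compound dose, 20 µM final, 1% DMSO / Times: overnight seeding, 90 min compound at 25 °C, 1 h detection / Technique: beta-gal luminescence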
TIM10 inh – growth inhibitors of isogenic TIM10 control yeast, primary screen, counter-screen for tim10-1 yeast inhibitor project, luminescence, uHTS; S. cerevisiae TIM10 strain growth, BacTiter-Glo luminescence, 24 h; inhibition, % at 10 µM; actives 1.4% (n = 330,000); AID 463195, 2010;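 active means inhibition of 40% or more at the single tested concentration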;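 further: wild-type TIM10 isogenic control strain grown at permissive 25 °C; 0% = DMSO yeast wells and 100% = minimal medium wells without yeast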
tim10-1 inh – growth inhibitors of tim10-1 mutant yeast, primary screen, luminescence, uHTS; S. cerevisiae tim10-1 ts strain growth, BacTiter-Glo, 24 h; inhibition, % at 20 µM; actives 2.2% (n = 330,000);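 active means inhibition of at least 40%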;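 further: mutant grown at 25 °C; 0% = DMSO wells with yeast and 100% = wells holding no yeast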
UPR XBP1 act – activators of adaptive XBP1 UPR arm, primary screen, cell-based, CHO-XBP1 luciferase reporter, luminescence, uHTS. IRE1-XBP1 UPR activation; percent of tunicamycin response, DMSO as zero. activation, % at 20 µM. actives 0.33% (n = 330,000). AID 463104, 2010;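 active means versus positive control, 20 µM dose yields 30% or more activation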;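 further: 100% = tunicamycin at 10 µg/mL and 0% = DMSO only wells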
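Material: CHO-XBP1 cells stably carrying IRE1-XBP1-driven luciferase reporter / Amount: 1000 cells per well / Compound: 20 µM, 1% DMSO / Times: 6 h treatment, 37 °C / Detection: luciferase luminescence / Measure: % activation of reporter signal versus tunicamycin and DMSO controls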
APJ antagonist – antagonists of human apelin receptor APJ, primary screen, CHO-K1 cells, beta-arrestin complementation, luminescence; inhibition, % at 20 µM; actives 0.32% (n = 330,000);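 active means inhibition above about 40% at 20 µM, limit read from the data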;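 further: cells challenged with 10 nM apelin-13 agonist together with compound; plate controls were apelin-13 plus DMSO wells for no effect and DMSO wells lacking apelin-13 for full effect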
CHOP UPR activ – activators of apoptotic CHOP UPR arm, primary screen, cell-based, CHO-CHOP luciferase reporter, luminescence, uHTS; UPR activation; percent of tunicamycin response over DMSO baseline; AID 449763, 2010; actives 0.34% (n = 330,000); activation, % at 10 µM;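 active means at 10 µM dose, activation of 40% or more, normalized to positive control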;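 further: 100% = tunicamycin at 10 µg/mL and 0% = DMSO alone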
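Assay system: CHO cells with stable CHOP pathway luciferase reporter; Buffer or medium: F12 plus 10% serum; Times: 16-18 h cell attachment, then 6 h compound exposure, 37 °C; Signal: luciferase luminescence; Read-out basis: percent activation relative to tunicamycin control; Control set: tunicamycin high control, DMSO low control.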
Active calls of the source: *. Some of the compounds tested; rates above refer to the full screens.

SMILES	Mdm2-MdmX inh	CXCR6 block	tim23-1 inh	APJ agonist	TIM10 inh	tim10-1 inh	UPR XBP1 act	APJ antagonist	CHOP UPR activ
O=[N+]([O-])c1cc2c(cc1/C=N/Nc1nc(N3CCCC3)nc(N3CCCC3)n1)OCO2	-4.2	-8.3	19.2	-1.5	16.1	21.9	-0.4	19.3	-0.3
C/C(Nc1ccc(Cl)cc1)=C(/C#N)C(N)=O	-1.1	-0.4	19.1	-7.0	20.1	22.5	0.9	10.5	-1.5
O=C(NCCCN1CCOCC1)c1ccc(Cl)c([N+](=O)[O-])c1	19.0	8.1	-3.8	-0.8	13.2	-3.2	3.0	15.8	1.2
CCN(CC(=O)Nc1ccc(NC(C)=O)cc1)C(=O)c1ccc(=O)[nH]c1	23.0	-13.7	7.7	-4.9	3.4	3.3	-4.7	5.6	1.5
Cc1ccc(CNC(=O)C2CN(S(C)(=O)=O)c3cc(Cl)ccc3O2)cc1 (stereo unspecified)	-21.0	4.2	28.6	2.1	-1.6	24.8	-1.2	-3.4	-2.0
O=C(Nc1ccc(Cl)cc1)N(Cc1cccs1)Cc1cccs1	-0.6	2.6	46.8	0.9	57.2*	47.2*	0.6	-11.2	2.3
COCCN1CCN(C(=O)c2cc(COc3ccc(F)cc3F)on2)CC1	-5.6	-4.5	6.0	12.1	9.3	1.6	-4.5	1.9	1.1
COc1ccc(S(=O)(=O)N2CCOC2CNC(=O)C(=O)NCCc2ccccc2OC)cc1C (stereo unspecified)	13.2	4.9	17.5	-2.0	6.9	13.0	-0.7	13.7	-0.6
Nc1c(Cl)cc(C2=NCCn3c2c2ccccc2[n+]3[O-])cc1Cl	-14.0	-2.7	6.4	-1.0	10.2	9.3	5.9	-4.5	0.4
CCOc1ccc(C(C)C)cc1S(=O)(=O)N1CCN(C(=O)c2ccco2)CC1	5.4	0.2	25.6	1.8	-0.9	3.8	-4.3	5.9	0.4
COC(=O)C(Cc1csc2ccc(Cl)cc12)NC(=O)c1ccc(Cl)cc1 (stereo unspecified)	20.4	-16.7	3.3	-1.4	-28.7	10.8	0.1	4.8	0.5
COc1ccc(S(=O)(=O)N(C)c2ccc(C(=O)N3CCC(C(N)=O)CC3)cc2)cc1OC	23.1	9.0	0.8	-1.2	3.8	4.5	-1.8	0.0	-0.4
O=C(NCCc1cn2ccccc2n1)c1cc(COc2c(F)cccc2F)on1	28.0	2.8	5.1	-1.3	8.4	-4.1	-3.1	2.9	2.1
CC(=O)Nc1ccc(S(=O)(=O)NNC(=O)c2cccc([N+](=O)[O-])c2)cc1	5.2	-3.4	11.7	0.8	-0.7	-4.2	-5.7	9.1	2.8
COC1CCCN(C(=O)c2ccc3nc(Cc4cccc(Cl)c4)oc3c2)C1 (stereo unspecified)	5.1	4.8	29.1	-2.9	8.4	17.1	-1.2	-6.3	4.5
O=C(Nc1cc(S(=O)(=O)N2CCOCC2)ccc1N1CCOCC1)C1CCCO1 (stereo unspecified)	10.1	-2.4	7.3	-2.1	-1.8	9.1	-1.3	9.1	-1.5
COCCNC(=O)Cn1nc(C(F)(F)F)cc1C	-0.4	-2.9	16.1	-6.6	8.2	5.1	-3.5	15.7	-0.2
O=C(NC(=S)NCc1ccccc1)C1CCCCC1	41.8	1.2	54.8*	-0.4	13.1	20.2	-0.4	-13.2	3.2
O=C1OCCN1c1c(-c2ccccc2)c(-c2cccs2)nc2c(-c3ccccc3)cccc12	10.0	0.8	21.5	10.2	10.3	10.2	3.2	0.0	0.0
O=C(COc1ccc2ccccc2c1)Nc1cccnc1Cl	-3.9	2.1	-18.1	-4.7	-8.0	-21.0	-3.4	5.5	3.7
COc1ccc(CN(C)CC(=O)N(C)CC(=O)Nc2ccccc2Br)cc1F	-4.5	3.8	16.9	-2.9	1.1	16.8	-1.0	0.2	1.2
Cc1nnc(SCC(=O)NC2CCCC(C)C2C)n1N (stereo unspecified)	10.4	-4.1	-5.6	3.4	-2.8	-0.1	0.1	-11.7	-0.5
CCSc1nnc(NC(=O)c2cc(C)on2)s1	23.8	3.7	19.2	-3.8	-4.0	-5.9	-2.4	-22.5	1.5
CC(=O)Nc1ccc(N(C(=O)c2ccccn2)C(C(=O)NC2CCCCC2)c2ccc(F)cc2)cc1 (stereo unspecified)	5.2	3.6	1.2	-2.2	4.4	1.6	-3.6	1.8	-1.1
COc1ccc(Cl)cc1NC(=O)CN(C)C(=O)CCCc1c[nH]c2ccccc12	10.6	-4.9	32.5	0.7	12.1	16.2	-2.9	16.8	1.5

Reformatted: results already given
SMILES,Mdm2-MdmX inh,CXCR6 block,tim23-1 inh,APJ agonist,TIM10 inh,tim10-1 inh,UPR XBP1 act,APJ antagonist,CHOP UPR activ
CCN(CC(=O)Nc1ccc(NC(C)=O)cc1)C(=O)c1ccc(=O)[nH]c1,23.0,-13.7,7.7,-4.9,3.4,3.3,-4.7,5.6,1.5
C/C(Nc1ccc(Cl)cc1)=C(/C#N)C(N)=O,-1.1,-0.4,19.1,-7.0,20.1,22.5,0.9,10.5,-1.5

(cont.)
SMILES	Mdm2-MdmX inh	CXCR6 block	tim23-1 inh	APJ agonist	TIM10 inh	tim10-1 inh	UPR XBP1 act	APJ antagonist	CHOP UPR activ
O=C(Nc1ccncc1)c1ccc(Br)cc1	19.8	-13.3	22.2	3.7	4.3	14.1	-0.2	-25.6	-1.3
CC(=O)Nc1ccc(NC(=O)C(C)OC(=O)CNC(=O)c2sc3ccccc3c2Cl)cc1 (stereo unspecified)	6.2	2.1	-8.9	-2.0	-13.4	0.2	0.1	-6.4	-0.5
O=C(O)C1(c2ccccc2)CCC(Nc2ccccc2)C1 (stereo unspecified)	3.2	-13.7	12.8	2.7	-1.1	9.7	-4.5	4.9	1.9
O=C(Cc1ccc(F)cc1)Nc1ccccc1Sc1ccccc1	2.7	2.7	-0.3	-0.7	-48.0	-16.3	-3.7	-1.2	0.3
CCCCCCS(=O)[C@H]1CS(=O)(=O)C[C@@H]1S(=O)CCCCCC (stereo partly specified)	21.0	0.6	6.7	-4.0	-3.9	-9.2	0.1	13.7	1.3
COc1ccc(C)cc1NC(=O)C1CCN(C(=O)c2ccc(C(C)(C)C)cc2)CC1	35.6	7.0	38.2	-1.7	19.6	27.5	0.8	7.1	0.9
O=C(CSc1ccccn1)N/N=C/c1cc([N+](=O)[O-])ccc1O	4.9	10.5	35.7	-6.4	-2.6	3.5	-1.5	18.6	-1.2
CCOC(=O)c1snc(C(=O)NC2CCCCC2)c1N	-140.4	0.0	34.1	-2.9	16.7	20.5	3.2	22.6	3.4
CC(C)(C)C(=O)NC(=S)NNC(=O)c1ccncc1	10.7	-7.4	-15.4	-4.8	5.6	14.7	-2.3	-14.0	-0.9
Cc1ccc(C)c(NC(=O)CCN2C(=O)c3ccccc3C2=O)c1	19.5	-12.0	-3.1	-3.2	-13.8	-7.4	-5.0	-4.7	-2.6
CCC(=O)NCCc1nc2cc(NC(=O)c3cccs3)ccc2n1C	17.5	-0.1	13.7	0.8	20.5	-29.3	-1.1	-10.2	1.1
CCC(C)N(C(=O)CSc1nnc(C)n1C)C1CCS(=O)(=O)C1 (stereo unspecified)	-12.7	-3.6	4.3	4.9	-0.5	-2.2	-0.1	-2.5	1.6
O=C(CSc1nnc(COc2ccccc2)n1-c1ccccc1)c1cccs1	14.2	7.4	18.3	-4.2	-11.4	-3.2	1.5	15.9	0.5
COc1ccc(CC(=O)Nc2cccc(S(=O)(=O)N3CCCCC3)c2)cc1	14.2	14.0	16.3	-2.0	6.3	6.7	-2.1	-3.2	1.3
NC(=O)c1cc(S(=O)(=O)NCCc2ccc(Cl)cc2)cs1	-1.5	-3.2	17.4	7.0	-6.1	13.0	-5.6	12.5	0.4
CC(C)OCCCNC(=O)CN1C(=O)/C(=C/c2ccccc2)Sc2ccccc21	12.9	-0.5	30.0	-3.7	5.8	7.1	-7.0	3.7	-0.2
CCOC(=O)c1ccccc1NC(=O)C1CC(=O)N(C(C)(C)C)C1 (stereo unspecified)	10.9	-0.6	7.9	0.3	-3.1	1.4	-4.1	5.3	-1.5
CCN1C(=O)C(C(=O)NC(C)c2ccccc2)C2CC1(C)Oc1ccccc12 (stereo unspecified)	-3.6	4.7	31.6	-3.7	20.9	15.1	0.2	-6.7	-0.9
NC(=O)c1nsc(C(=O)N(Cc2ccc(F)cc2)C(C(=O)NCC2CCCO2)c2ccc(O)cc2)c1N (stereo unspecified)	9.6	5.0	-2.1	-3.4	-11.6	-0.3	2.8	1.2	-0.7
O=C(C1CCN(S(=O)(=O)N2CCOCC2)CC1)N1CCN(c2ccccc2)CC1	-3.7	-0.3	0.2	0.9	-6.5	-0.2	-5.8	15.7	-1.9
O=[N+]([O-])c1ncccc1OCc1ccc(Br)cc1F	2.9	-1.4	9.9	-1.7	-8.3	11.3	-5.0	-1.9	1.5
CC(C)c1ccc(/C=C2\SC(=S)N(CC(=O)NCCCN3CCOCC3)C2=O)cc1	30.6	8.9	6.8	-3.4	2.4	4.2	-0.3	5.8	6.6
O=C1c2ccncc2C(=O)N1c1cccc(Cl)c1	-4.6	-0.1	-1.2	0.3	-2.1	6.2	2.6	-0.8	1.5
CCCC(=O)NC(C)C(c1cccs1)N1CCN(C)CC1 (stereo unspecified)	-28.0	-6.0	9.6	-3.6	-12.8	-1.5	-0.7	6.7	-2.2
CCOc1ccc(NC(=O)CN(C)C(=O)c2ccccc2OCc2c(C)noc2C)cc1OCC	-0.8	8.2	-22.1	-3.2	-24.2	-22.4	3.3	20.8	-2.8
COc1ccccc1-c1nc(C#N)c(N2CCN(C(=O)c3ccco3)CC2)o1	6.2	-10.8	4.5	-0.7	11.2	15.6	-6.8	-1.0	3.0
CC1CCN(C(=O)/C(=C\c2ccco2)NC(=O)c2ccccc2)CC1	-6.1	7.5	35.7	-0.8	16.2	9.6	-4.7	4.4	0.4
COc1ccc(CCNC(=O)CSc2nnc(CNC(=O)c3c(F)cccc3Cl)o2)cc1OC	5.2	9.6	8.8	-4.8	-12.8	19.0	-8.7	10.7	-0.3
COc1ccc(/C=C/C(=O)NCCc2nc3ccccc3[nH]2)cc1	-1.1	-0.2	-11.3	3.2	-4.0	-19.1	-2.6	-0.4	1.3

6 entries already listed, arranged by their value in CXCR6 block, largest number first:
structure	CXCR6 block
COc1ccc(CC(=O)Nc2cccc(S(=O)(=O)N3CCCCC3)c2)cc1	14.0
CC(C)c1ccc(/C=C2\SC(=S)N(CC(=O)NCCCN3CCOCC3)C2=O)cc1	8.9
NC(=O)c1nsc(C(=O)N(Cc2ccc(F)cc2)C(C(=O)NCC2CCCO2)c2ccc(O)cc2)c1N (stereo unspecified)	5.0
CCC(=O)NCCc1nc2cc(NC(=O)c3cccs3)ccc2n1C	-0.1
O=[N+]([O-])c1ncccc1OCc1ccc(Br)cc1F	-1.4
NC(=O)c1cc(S(=O)(=O)NCCc2ccc(Cl)cc2)cs1	-3.2
